# SENP6 block: inhibitors of human SENP6 protease; 330,000 compounds, 1.8% hits; inhibition, % at 10 µM; Recombinant SENP6 catalytic domain, aminoluciferin luminescence;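 active = inhibition above about 50% at the single tested dose, limit read from the data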;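 also: plate controls were DMSO wells with enzyme for no effect and DMSO wells lacking enzyme for full effect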
# Apaf1 inhib: inhibitors of human Apaf-1 apoptosome. AID 489030. 330,000 compounds, 0.71% hits. inhibition, % at 20 µM. O14727. reconstituted apoptosome caspase-3 activity, DEVD-Rh110 fluorescence; active = inhibition of at least 40% at 20 µM;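 also: plate controls were DMSO wells for no effect and DEVD-CHO caspase inhibitor wells for full effect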
#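 System: Apoptosome proteins | Medium: Hepes pH 7.5 with detergent and BSA | Also added: Cytochrome c trigger plus (Z-DEVD)2-Rh110 caspase-3 substrate | Incubation: 30 min compound preincubation, 50 min activation, room temperature | Detection: Rhodamine 110 fluorescence at Ex 480/Em 540 nm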
# PfGluPho inh: PfG6PD (Plasmodium falciparum) enzyme inhibition; PfGluPho enzyme, NADPH resazurin-diaphorase fluorescence; inhibition, % at 20 µM; 350,000 compounds, 0.78% hits;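 active = inhibition reaching at least a set limit at 20 µM in the primary screen, cut at about 59% in these data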;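 also: 0% = DMSO wells with substrate and 100% = DMSO wells lacking glucose-6-phosphate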
# SENP1 inh: inhibitors of human SENP1 SUMO protease catalytic domain; Q9P0U3; recombinant SENP1 catalytic domain, CyPet-SUMO1-YPet FRET cleavage; inhibition, % at 10 µM; 360,000 compounds, 0.21% hits; AID 624204;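 active = inhibition at least 30% at 10 µM, raw YFP signal under a set limit, fluorescence ratio 0.5 to 1.5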;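 also: 0% = enzyme with DMSO and 100% = no enzyme wells; some results filed as inactive read as strong as hits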
# Target sequence (Q9P0U3 419-644 limits assumed): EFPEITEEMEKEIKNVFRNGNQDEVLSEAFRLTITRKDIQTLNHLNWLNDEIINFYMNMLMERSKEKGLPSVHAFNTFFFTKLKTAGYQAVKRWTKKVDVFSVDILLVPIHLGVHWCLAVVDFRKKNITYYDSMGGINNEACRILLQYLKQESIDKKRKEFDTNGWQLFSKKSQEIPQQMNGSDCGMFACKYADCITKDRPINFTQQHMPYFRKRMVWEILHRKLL
#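 system = hSENP1 catalytic domain, recombinant | reagent = SFCypet-SUMO1-SFYpet substrate at 25 nM | doses = one dose per compound, 10 µM, 0.5% DMSO | incubation = enzyme reaction for 50 min at room temperature, dark | measured by = FRET, CFP and YFP emission | controls = no-enzyme low, enzyme-DMSO high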
# HKDC1 inhibitor: inhibitors of human hexokinase HKDC1. Q2TB90. inhibition, % at 20 µM. 340,000 compounds, 0.16% hits. recombinant HKDC1, G6PDH/diaphorase resazurin coupled fluorescence;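 active = inhibition above about 35% when tested at 20 µM, limit read from the data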;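 also: plate controls were DMSO wells with enzyme for no effect and DMSO wells lacking enzyme for full effect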
#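 Material: recombinant HKDC1 hexokinase; Amount: HKDC1 at 5 µg/mL; Medium: Tris pH 8.0 buffer with MgCl2, Tween-20, BSA, BME; Schedule: 90 min reaction incubation at room temperature, dark; Technique: coupled resazurin fluorescence, excitation 525 nm, emission 613 nm.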
# SENP8 block-1: blocks human SENP8 cleavage of Nedd8 substrate; AID 602440; Q96LD8; 360,000 compounds, 0.64% hits; recombinant SENP8, Nedd8 substrate fluorescence; inhibition, % at 20 µM; in the data active = inhibition mostly above about 40%, no sharp cut-off; inactive = mostly below about 27%
# Target sequence (Q96LD8 whole entry, looked up): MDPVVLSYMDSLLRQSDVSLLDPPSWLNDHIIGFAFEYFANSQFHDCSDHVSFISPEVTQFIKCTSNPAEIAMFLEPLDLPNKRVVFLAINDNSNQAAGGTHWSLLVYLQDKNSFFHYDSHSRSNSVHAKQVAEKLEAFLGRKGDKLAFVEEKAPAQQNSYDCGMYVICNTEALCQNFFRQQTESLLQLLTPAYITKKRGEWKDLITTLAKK
# SENP7 inh: SENP7 protease inhibition; 330,000 compounds, 1.5% hits; Q9BQF6; recombinant SENP7, Z-RLRGG-aminoluciferin luminescence, 40 min; AID 434973; inhibition, % at 5 µM;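 active = inhibition above about 50% at the single test dose, limit read from the data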;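 also: plate controls were DMSO with enzyme for no effect and no enzyme buffer wells for full effect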
# Target sequence (Q9BQF6 706-1050 limits assumed): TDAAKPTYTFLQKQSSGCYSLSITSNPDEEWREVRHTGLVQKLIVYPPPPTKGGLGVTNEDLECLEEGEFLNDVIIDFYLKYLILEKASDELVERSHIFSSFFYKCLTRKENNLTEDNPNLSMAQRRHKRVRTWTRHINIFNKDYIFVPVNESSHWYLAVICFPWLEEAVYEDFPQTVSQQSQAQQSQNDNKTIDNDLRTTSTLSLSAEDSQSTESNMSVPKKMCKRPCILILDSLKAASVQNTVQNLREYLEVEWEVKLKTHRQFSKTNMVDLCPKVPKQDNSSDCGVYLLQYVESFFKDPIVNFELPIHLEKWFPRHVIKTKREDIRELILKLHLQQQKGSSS
# SENP8 block-2: blocks the human protease SENP8; purified SENP8, Z-RLRGG-aminoluciferin cleavage, luminescence; inhibition, % at 10 µM; 330,000 compounds, 1.2% hits; AID 2540; in the data active = inhibition above about 50%
# The depositor's hits bear a star; i = inactive; x = not tested or not shown.
SMILES,SENP6 block,Apaf1 inhib,PfGluPho inh,SENP1 inh,HKDC1 inhibitor,SENP8 block-1,SENP7 inh,SENP8 block-2
O=C(CN1C(=O)c2ccccc2C1=O)Nc1cc([N+](=O)[O-])ccc1O,-13,0,6,1,17,14,3,-2
O=[N+]([O-])c1c(Nc2ccccc2O)cc(N2CCOCC2)c2nonc12,1,30,-1,-26,-1,-392,12,5
O=C1C2CC3N1CCC31c3ccccc3-n3c1c2ccc3=O (configuration not stated),x,x,7,0,-6,-492,x,x
CNC(=O)NC(=O)C(C)OC(=O)c1oc2ccccc2c1CSc1ccc(Cl)cc1 (configuration not stated),-11,9,7,2,-2,9,1,2
CCOC(=O)c1ccc(S(=O)(=O)N2CCC(C(=O)NCc3ccccc3OC)CC2)cc1,-15,3,-2,2,-1,5,4,-5
CCn1c(=O)c2c(nc3n2CCCN3Cc2ccccc2)n(C)c1=O,2,10,1,0,-1,6,6,-1
COc1ccc(/C(N)=N/OC(=O)c2ccc3c(c2)OCO3)cc1,50,-6,20,1,-8,16,68*,28
COc1ccc(CCNC(=O)COC(=O)Cc2ccccc2[N+](=O)[O-])cc1,-24,12,2,-1,-4,4,-1,-4
CCc1nn(-c2ccccc2)c(=S)c2ccccc12,-1,8,2,1,-2,22,-1,-3
COc1ccc(Cc2noc(CN(C)CC3CCN(Cc4ccccc4)CC3)n2)cc1OC,5,-9,-6,-1,-7,14,0,2
CCN(CC(=O)NCc1ccco1)S(=O)(=O)c1ccc(OC)cc1,-10,6,-2,3,-6,8,-6,-5
CNC(=O)NC(=O)COC(=O)c1ccc(-n2c(C)ccc2C)cc1,5,5,-18,-38,13,-10,8,5
O=C(NCCc1ccc(F)cc1)Nc1ccc2c(c1)OCO2,-24,8,10,3,-11,7,0,-21
Cc1cc(N2C(=O)CC(Cc3ccc(Cl)cc3)C2=O)no1 (configuration not stated),-2,5,-5,0,-1,16,0,0
CC(C)CCNC(=O)CCn1nc(-c2ccc(Cl)cc2)ccc1=O,-18,13,-8,2,-2,-3,9,1
COc1ccc(CNC(=O)C(C)OC(=O)CO/N=C(\C)c2ccc3c(c2)OCO3)cc1 (configuration not stated),-6,7,7,2,-6,16,13,-21
Cc1ccc(-n2c(=O)c(C#N)cc3c(=O)n4cccc(C)c4nc32)cc1,8,-27,-16,-27,-7,-307,-4,4
CCOC(=O)NC(=O)/C(N=Nc1cc(C)cc(C)c1)=C(\C)O,-5,11,6,2,-1,2,-3,-1
O=C(C1CC1)N1CCN(c2ccc([N+](=O)[O-])cc2)CC1,-14,-12,-2,2,-3,6,2,5
O=c1c2ccccc2nc2ccc(N3CCOCC3)nn12,-5,-3,-2,-1,4,-71,-3,-4
CCN(CC(=O)Nc1c(F)cccc1F)C(=O)c1ccc(S(=O)(=O)N2CCC(C)CC2)cc1,11,-16,13,0,-5,10,6,2
CC(=O)Nc1ccc(NC(=O)[C@H](C)NC(=O)c2ccco2)cc1,24,-5,8,0,-2,9,-3,-3
COc1ccc(NC(=O)CSc2nnc(-c3ccncc3)o2)c(OC)c1,15,0,-14,2,-4,8,-7,16
Cc1c(/C=N/NC(=O)c2ccc(Br)o2)cnn1C,-21,-10,-4,2,-7,1,4,-18
COc1cc2ncnc(NCc3cc(F)ccc3F)c2cc1OC,-15,-3,4,1,1,7,-2,0
Cc1cc(N2CCC(C)CC2)n2ncc(-c3ccccc3)c2n1,-8,22,17,-2,0,i,4,-15
COc1ccc(C(=O)COC(=O)c2sc(C)nc2C)cc1F,0,-5,-7,-9,-2,11,-2,-13
COc1ccc(NC(=S)N2CCC(C(=O)c3ccc(Cl)cc3)CC2)cc1,x,x,-2,1,1,9,x,x
COc1ccc(/C=N/N2C(=N)SCC2=O)cc1,9,0,-1,3,5,21,4,-8
Cc1ccc(S(=O)(=O)N2CCC(C(=O)NCCN3CCOCC3)CC2)cc1C,-24,1,-8,0,2,14,5,-6
COc1ccc(C(F)(F)F)cc1NC(=O)c1nc2nc(C)cc(C(F)F)n2n1,-13,-1,13,3,-3,12,8,-8
Cc1cc(C)c(C#N)c(SCC(=O)N2CCN(Cc3ccccc3)CC2)n1,4,3,5,-2,-7,5,-5,6
O=C(CCCC(=O)N1CCCc2ccccc21)N1CCCc2ccccc21,4,13,1,-1,-1,8,8,4
COc1cc(/C=C2\C(=N)N3N=CSC3=NC2=O)ccc1OS(=O)(=O)c1ccccc1[N+](=O)[O-],-14,9,-13,-4,14,4,8,-8
CC(=O)c1cn(Cc2ccccc2)c(=O)n(Cc2ccc(F)cc2)c1=O,9,2,-8,1,-11,11,7,-9
CCOc1ccc(CN(C)C(=O)c2cccnc2OCC)cc1OC,-12,-2,0,2,0,14,-4,-9
COc1ccc(CC(=O)OCC(=O)Nc2ccc3c(c2)OCO3)cc1OC,12,4,6,-7,-7,-3,4,-2
Cc1n[nH]c(=S)n(/N=C/c2cccs2)c1=O,-8,-23,-6,2,-2,19,-1,-4
CCC(CC)c1nnc(NC(=O)C2CSC3(C)CCC(=O)N23)s1 (configuration not stated),2,-3,10,1,5,3,3,9
Cc1ccccc1OC(C)C(=O)N1CCC(Cc2ccccc2)CC1 (configuration not stated),-18,12,3,3,-3,7,0,-3
Cc1ccccc1N1CCN(S(=O)(=O)c2ccc3ccccc3c2)CC1,36,21,-2,1,-5,12,-11,-4
Cc1ccc(C(=O)CCC(=O)OC(C)C(=O)NC2CCCCC2C)cc1 (configuration not stated),-11,5,-9,0,-3,8,0,-9
S=C(c1ccc2c(c1)OCO2)N1CCCCCC1,-9,6,16,4,-8,21,-8,-2
COc1ccc(CN(C#N)c2nc(SC)nc(N(C)C)n2)cc1,-26,10,-1,2,0,13,-2,-5
COc1cccc(C(c2ccccc2)N2C3CCC2CN(S(=O)(=O)c2ccc(F)cc2)CC3)c1 (configuration not stated),5,12,-13,-1,-3,5,-9,13
Cn1ncc([N+](=O)[O-])c1C(=O)N/N=C/c1c[nH]c2ccccc12,1,-1,0,3,-4,9,6,-5
Cc1ccc(-c2nnn(CC(=O)Nc3ccc4nn(-c5ccccc5)nc4c3)n2)o1,-10,-10,5,-3,-1,i,4,-13
Cc1c(-c2ccnc3cc(C(=O)O)nn23)cnn1C,0,0,16,-7,-5,-372,-3,-4
COC(=O)c1cn(N(C)c2ncc(C(F)(F)F)cc2Cl)c(=O)c2ccccc12,-17,21,10,0,-2,12,-3,0
Cc1cc(N2CCC(C)CC2)nc2cccc(O)c12,5,13,9,0,15,-226,1,5
S=C(N/N=C/c1cccs1)NC1CC2CCC1C2 (configuration not stated),-10,21,26,4,-22,15,7,-3
COc1ccccc1NC(C)C(=O)N/N=C/c1ccccc1OCc1cccc(Br)c1 (configuration not stated),-7,14,20,-2,-6,18,9,-5
O=C(CCc1ccccc1O)N/N=C/c1ccc(Sc2cccc3cccnc23)o1,-4,13,42,-3,11,-12,3,-3
O=C(Nc1cc(F)ccc1F)c1ccc(-n2cncn2)c([N+](=O)[O-])c1,1,11,4,2,-1,-22,3,2
O=C(COC(=O)c1ccc2c(c1)OCO2)Nc1ccccc1F,17,-4,9,4,-5,3,11,-2
CCOC(=O)C1=C(COC(=O)COc2cc(C)ccc2C)NC(=O)NC1C (configuration not stated),-4,3,1,3,-5,8,-5,4
Cc1oc(-c2ccccc2F)nc1CS(=O)(=O)CC(=O)NC1CCCC1,-4,6,-6,0,-3,4,-2,0
CSc1cccc(NC(=O)C2CCN(C(=O)c3ccccc3C)CC2)c1,5,-3,-1,-3,1,3,2,-5
CC(=O)Nc1ccc(Nc2c3c4c(cccc4n(C)c2=O)C(=O)c2ccccc2-3)cc1,-12,2,-2,82,-1,34,2,15
Cc1ccc(OCCn2ccnc2)c(C)c1,1,4,15,6,-8,4,-2,-10
# Later entries:
SMILES,SENP6 block,Apaf1 inhib,PfGluPho inh,SENP1 inh,HKDC1 inhibitor,SENP8 block-1,SENP7 inh,SENP8 block-2
CC(OC(=O)C1CC2CCCC(C1)C2=O)C(=O)Nc1cccc([N+](=O)[O-])c1 (configuration not stated),0,12,-11,1,-1,12,-7,-18
CCOc1ccc(S(=O)(=O)NCc2ccco2)c2ccccc12,-3,4,41,-1,4,-4,10,-7
O=C(NCc1ccccn1)Nc1ccc(Cl)cc1Cl,-12,7,-5,-2,4,12,6,-17
CCc1nc2ccccc2c(C(=O)OCC(=O)N(CCOC)c2c(N)n(Cc3ccccc3)c(=O)[nH]c2=O)c1C,-1,5,-7,-2,-1,9,1,6
COC(=O)Cc1c(C)c2ccc(OC3CCCCC3=O)cc2oc1=O (configuration not stated),-4,3,-9,0,2,-266,9,-6
CC(C)Oc1ccc(C2C(C(=O)c3ccco3)=C(O)C(=O)N2Cc2cccnc2)cc1 (configuration not stated),13,9,2,-1,9,9,5,-1
COc1ccc2cc(C(=O)COC(=O)COc3ccc4c(C)cc(=O)oc4c3)ccc2c1,-4,1,-17,-5,-4,-387,-11,-1
O=C(COc1ccc(Cl)cc1)NCCCNC(=O)c1cnccn1,4,0,-6,-1,1,15,0,-7
C/C(=N\NC(=O)CCCOc1ccc(Cl)cc1C)c1ccc(C)o1,-3,7,5,0,-10,3,-4,0
Cc1csc(NC(=O)c2sccc2C)n1,95*,2,8,2,-7,-11,96*,91*
Cc1occc1-c1nnc(-c2cc([N+](=O)[O-])cc([N+](=O)[O-])c2)o1,19,10,20,1,-2,20,11,3
O=c1c2ccccc2n2c(=S)[nH]nc2n1-c1ccccc1,-3,16,48,2,8,9,-4,-1
CN(C)C(CNC(=O)c1cc(S(=O)(=O)N(C)Cc2ccccc2)ccc1Cl)c1ccco1 (configuration not stated),1,15,4,-9,1,-15,1,-4
CCOC(=O)C1CCCCN1Cc1ccc(OC)c(OC)c1OC (configuration not stated),-6,-1,4,3,1,-4,2,0
Cc1ccc(NC2=NCC(=O)N2Cc2ccc3c(c2)OCO3)cc1,-8,-4,-7,0,-1,12,1,10
O=C(NO)c1ccccc1C(F)(F)F,5,4,-7,1,0,14,2,2
